Screening results (PubChem BioAssay)
TCR-CD3 inh = inhibitors of human TCR-CD3 interaction, primary screen, biochemical, fluorescence, TAMRA-labeled TCR probe. actives 0.37% (n = 360,000). inhibition, % at 9.4 µM. T-cell receptor (TCR). AID 651800, 2012; in the data active = inhibition above about 19%;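 also: recombinant mutant TCR 2C K166C tagged with TAMRA read by polarization; 0% = receptor in buffer alone and 100% = receptor with positive control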
PRMT1 inh = PRMT1 methyltransferase inhibitors, primary screen, biochemical, fluorescence polarization | Protein arginine N-methyltransferase 1 (Homo sapiens), Q99873 | recombinant PRMT1, activity-based probe fluorescence polarization | inhibition, % at 2.79 µM | actives 1.3% (n = 370,000) | AID 652257, 2013;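 active = inhibition above about 21% made by adding two undisclosed values, limit read from the data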
Target sequence (Q99873 whole entry, looked up): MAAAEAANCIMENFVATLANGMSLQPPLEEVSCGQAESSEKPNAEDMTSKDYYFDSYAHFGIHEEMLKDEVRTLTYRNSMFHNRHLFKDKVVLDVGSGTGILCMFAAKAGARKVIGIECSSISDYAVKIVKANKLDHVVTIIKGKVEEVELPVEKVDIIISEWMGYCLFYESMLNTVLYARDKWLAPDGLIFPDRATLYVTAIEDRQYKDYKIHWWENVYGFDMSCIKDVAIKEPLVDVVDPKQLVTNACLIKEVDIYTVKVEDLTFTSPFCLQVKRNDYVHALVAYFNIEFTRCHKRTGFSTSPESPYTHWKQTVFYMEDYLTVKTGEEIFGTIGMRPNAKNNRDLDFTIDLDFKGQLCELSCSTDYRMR
NPR2 activator = human GC-B receptor activators, primary screen, HEK293 GC-B cells, cGMP TR-FRET, EC30 CNP; activation, % at 10 µM; actives 0.11% (n = 370,000); AID 1920062, 2024; Atrial natriuretic peptide receptor 2 (Homo sapiens), P20594; 0% at EC30 CNP, 100% saturating CNP;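 active = activation at 10 µM reaching about 35% in either raw or pattern-adjusted values, limit read from the data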
rCAG RNA binder = binders of r(CAG) RNA repeats, primary screen, biochemical, fluorescence; r(CAG) RNA repeat, TO-PRO-1 dye displacement fluorescence; inhibition, % at 3 µM; actives 1.3% (n = 370,000); AID 651821, 2012;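 active = inhibition above the plate cutoff, the mean of all test compounds on that plate plus 3 SD, cut at about 35% in these data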;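 also: 0% = DMSO alone and 100% = 100 µM mitoxantrone as full dye displacement; higher means more dye released from RNA so lower well fluorescence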
UHRF1 MBD2 ctr = UHRF1 methylated DNA binding inhibitors, primary screen, counter-screen for MBD2 inhibitor project, biochemical, TR-FRET, human UHRF1, single concentration. UHRF1 binding to methylated oligo. actives 0.75% (n = 370,000). inhibition, % at 4.4 µM. E3 ubiquitin-protein ligase UHRF1 (Homo sapiens), Q96T88; in the data active = inhibition above about 21%;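 also: UHRF1 SRA domain binding a hemimethylated CpG hairpin DNA probe; 0% = median of test compound wells and 100% = reference inhibitor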
ABHD4 inh = ABHD4 inhibitors, primary screen, biochemical, fluorescence polarization, mouse; purified mABHD4, FP-Rh probe fluorescence polarization; (Lyso)-N-acylphosphatidylethanolamine lipase (Mus musculus), Q8VD66; AID 720543, 2013; actives 0.54% (n = 370,000); inhibition, % at 8.92 µM;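 active = inhibition exceeding the mean over every tested compound plus 3 SD, cut at about 30% in these data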;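 also: 0% = plate median of compound wells and 100% = S159A mutant with DMSO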
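Assay system: Wild-type mouse ABHD4 protein | Medium: HEPES pH 7.0 buffer, 150 mM NaCl, 0.01% Pluronic F-127 | Incubation: Enzyme–compound pre-incubation 45 min, then probe 60 min, both 25 °C | Technique: Fluorescence polarization with parallel and perpendicular emission, 525/598 nm | Evaluation: % inhibition of FP-Rh probe binding versus controls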
SIAE primary = human SIAE inhibitors, primary screen, biochemical, fluorescence polarization, FP-Rh probe, 1536-well HTS | Sialate O-acetylesterase (Homo sapiens), Q9HAT2 | inhibition, % at 9.66 µM | SIAE FP-Rh probe binding | actives 0.69% (n = 370,000);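 active = inhibition above a cutoff: mean of compounds within the control limits plus 3 SD of those, cut at about 17% in these data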;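 also: 0% = plate median of compound wells and 100% = probe without SIAE protein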
MBD2 inh = inhibitors of MBD2 binding to methylated DNA, primary screen, biochemical, TR-FRET, DNA-binding domain, human; MBD2 binding to methylated oligonucleotide; inhibition, % at 4.4 µM; actives 0.31% (n = 370,000); AID 686964, 2013; in the data active = inhibition above about 13%
Target sequence (Q9UBB5 whole entry, looked up, the tested form may be a part): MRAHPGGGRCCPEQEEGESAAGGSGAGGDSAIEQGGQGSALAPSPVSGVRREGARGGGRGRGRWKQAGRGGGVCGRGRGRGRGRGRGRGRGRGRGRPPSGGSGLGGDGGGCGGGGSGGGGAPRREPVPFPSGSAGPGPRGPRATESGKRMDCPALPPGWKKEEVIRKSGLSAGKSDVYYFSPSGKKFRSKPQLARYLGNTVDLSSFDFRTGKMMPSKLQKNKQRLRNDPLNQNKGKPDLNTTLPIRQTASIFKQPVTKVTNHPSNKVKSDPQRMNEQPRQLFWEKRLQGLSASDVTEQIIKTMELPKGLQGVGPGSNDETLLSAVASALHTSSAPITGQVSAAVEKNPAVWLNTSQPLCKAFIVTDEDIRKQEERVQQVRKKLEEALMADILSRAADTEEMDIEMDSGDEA
HTRA1 inh = HTRA1 serine protease inhibitors, primary screen, biochemical, fluorescence polarization, HTS. Q92743. recombinant HTRA1, FP-rhodamine activity-based probe. inhibition, % at 5.96 µM. actives 0.5% (n = 340,000); in the data active = inhibition above about 36%;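 also: 0% = enzyme with DMSO and 100% = wells lacking enzyme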
GC-A act = GC-A stimulated cGMP production enhancers – HEK293 GC-A cells, cGMP TR-FRET, EC30 ANP, primary screen; 0% at EC30 ANP, 100% saturating ANP; AID 1671463, 2021; activation, % at 10 µM; actives 0.14% (n = 370,000); Atrial natriuretic peptide receptor 1 (Homo sapiens), P16066; in the data active = activation above about 40%
Starred values were filed as active, the others as inactive; x = no result given. These rows are one share of the data. The share of hits here may be higher or lower than overall.

SMILES	TCR-CD3 inh	PRMT1 inh	NPR2 activator	rCAG RNA binder	UHRF1 MBD2 ctr	ABHD4 inh	SIAE primary	MBD2 inh	HTRA1 inh	GC-A act
O=C(COC(=O)CN1C(=O)C2CC=CCC2C1=O)Nc1cc(C(F)(F)F)ccc1N1CCOCC1 (centres undefined)	7	2	3	-3	3	0	0	0	0	1
CCOC(=O)C1=CC[C@@H](c2ccccc2)N(S(=O)(=O)c2ccc(C)cc2)[C@H]1C	0	1	-1	0	0	-1	4	-2	x	-2
CCc1nc2ccc(C(=O)N3CCN(C(=O)c4ccco4)CC3)cn2c1N(C)C(=O)Nc1ccccc1OC	7	-3	-1	4	-1	2	-6	0	x	1
CCOCc1nnc(NC(=O)CSCc2ccccc2)s1	-7	2	1	-1	0	-1	-8	1	1	5
COC(=O)c1cc(C(=O)CC(C)C)c[nH]1	2	-1	2	-3	4	-2	-4	-5	-4	4
CC1CCCC(NC(=O)COC(=O)Cc2c[nH]c3ccccc23)C1C (centres undefined)	3	0	1	-5	4	-4	0	2	0	-1
O=C(CNC(=O)c1ccccc1)NCC(=O)OCc1ccccc1Cl	2	-3	0	-1	-2	-1	-2	2	x	3
Cc1ccccc1-c1nc2ccccc2c(=O)n1/N=C/c1ccccc1[N+](=O)[O-]	-1	31*	4	-1	-2	-3	0	0	-5	-8
CCCCN(CCCC)CCCNC(=O)Cn1cc2c(n1)-c1c(oc(C(=O)N3CCCC3)c1C)CC2	-3	0	0	-3	-5	-3	4	-3	15	-1
CCNC(=O)C1CCCN(C(=O)c2ccccc2)CC1 (centres undefined)	1	-4	5	2	2	4	1	-3	x	6
Cc1nc2cc(C(=O)OCC(=O)Nc3cccc(Cl)c3)ccc2n1-c1ccccc1	-6	2	3	10	2	-25	-35	6	-75	0
CCC(C)[C@H](N)c1nnc(SCc2cccc(F)c2)o1 (some centres undefined)	2	3	2	-5	-2	1	1	1	3	4
O=C(NCc1ccc(F)cc1)c1cccc(S(=O)(=O)N2CCCC2)c1	2	-1	4	-1	0	-5	-1	1	-4	0
Cc1cc(C)c(S(=O)(=O)c2cccc(Br)c2C)c(=O)[nH]1	-6	0	-2	-5	1	0	9	7	6	-3
CC(C)CCOC(=O)C1C2C=CC3(CN(Cc4cccs4)C(=O)C13)O2 (centres undefined)	-4	6	1	5	-1	0	2	0	9	-5
Cc1nc(-c2ccccn2)nc(N(C)c2ccccc2)c1Cl	2	-3	-3	-6	-6	-3	-4	-3	6	-2
Cc1cc(-c2ccccc2)nc2[nH]n(-c3ccccc3)c(=O)c12	0	-5	1	6	-19	6	6	-20	2	-7
COc1ccc(N(CC(=O)Nc2cccc(OC)c2)S(=O)(=O)c2c(C)nn(C)c2C)cc1	-4	5	5	1	2	-20	-5	6	-9	-6
COc1cc(/C=C/C(=O)N2CC(C)OC(C)C2)cc(OC)c1OC (centres undefined)	7	-1	2	-1	-4	2	-7	0	8	-2
O=C(CN1C(=O)NC2(CCCC2)C1=O)N1CCN(S(=O)(=O)c2ccccc2Br)CC1	-1	-3	1	1	-1	-12	-6	-7	2	-3
Cc1ccc(S(=O)(=O)c2nnn3c2nc(N2CCCCC2)c2ccccc23)cc1	2	-1	26	2	0	-1	-6	2	-3	21
COc1cccc(CNc2nc3cc(-c4cccc(Cl)c4)sc3c(=O)n2C)c1	1	4	-3	4	0	-9	-7	0	x	4
NC(=O)c1ccc(-n2nnnc2SCC(=O)Nc2ccccc2-c2ccccc2)cc1	1	-3	-13	1	-2	-2	4	-2	-7	-6
CCC(C)NC(=O)CN1C(=O)COc2ccc(S(=O)(=O)N3CCOCC3)cc21 (centres undefined)	-9	-3	-2	2	3	-2	-2	5	9	-1
Cc1nn(C(C)C(=O)NCCN2CCCCCC2)c(=O)c2nn(-c3ccccc3)c(C)c12 (centres undefined)	5	-1	-3	-1	3	-2	-2	-2	0	1
Cc1ccc(-c2nnc(OCc3cccnc3)c3ccccc23)cc1	4	-1	4	-6	3	0	-3	0	-8	0
COc1ccc2c(c1)Cc1sc(NC(=O)c3cccs3)nc1-2	0	-1	3	33	-9	15	13	-5	2	12
O=C(O)CC(NC(=O)Cc1ccccc1)c1cc([N+](=O)[O-])ccc1Cl (centres undefined)	-1	-1	3	-2	3	1	2	9	x	1
NC(=O)[C@@H]1CCCN1Cc1c(C(=O)N2CCN(C3CCCCC3)CC2)nc2ccccn12	-2	6	2	-7	2	-4	3	4	2	-1
NC(=O)c1ncn([C@@H]2O[C@H](C(=O)N[C@H](Cc3c[nH]c4ccccc34)C(=O)NCC(=O)N3CCCCC3)[C@@H](O)[C@H]2O)n1	0	1	0	3	0	4	6	-6	x	3
O=C(CN1CCN(c2ccc(F)cc2)CC1)Nc1ccccc1Br	-2	-3	7	-5	8	-10	-8	5	-10	-3
COc1cccc(OC)c1C(=O)NC(=S)Nc1ccc2oc(-c3ccncc3)nc2c1	-2	-3	-1	0	-2	0	-44	2	-3	-1
CC(C)=N/N=C1/NC(=O)C(CC(=O)Nc2cc(Cl)ccc2C)S1 (centres undefined)	-4	9	-2	4	2	1	1	-1	5	-1
COc1cc(C)ccc1OCc1cc(C(=O)N2CCN(C)C[C@@H]2c2ccccc2)no1	-2	3	1	-1	-1	8	12	3	-6	4
COc1ccccc1NC(=O)C(C)N1CCN(C/C=C/c2ccccc2)CC1 (centres undefined)	-8	2	-6	-2	0	-2	3	4	-5	1
O=S(=O)(Nc1ccc(N2CCOCC2)cc1)c1ccc(Cl)s1	2	-4	-2	-3	-1	0	6	-2	6	2

Results in rCAG RNA binder, for 5 of the compounds above:
compound | rCAG RNA binder
CC1CCCC(NC(=O)COC(=O)Cc2c[nH]c3ccccc23)C1C (centres undefined) | -5
O=C(CNC(=O)c1ccccc1)NCC(=O)OCc1ccccc1Cl | -1
Cc1ccccc1-c1nc2ccccc2c(=O)n1/N=C/c1ccccc1[N+](=O)[O-] | -1
CCCCN(CCCC)CCCNC(=O)Cn1cc2c(n1)-c1c(oc(C(=O)N3CCCC3)c1C)CC2 | -3
CCNC(=O)C1CCCN(C(=O)c2ccccc2)CC1 (centres undefined) | 2

Continuation.
SMILES	TCR-CD3 inh	PRMT1 inh	NPR2 activator	rCAG RNA binder	UHRF1 MBD2 ctr	ABHD4 inh	SIAE primary	MBD2 inh	HTRA1 inh	GC-A act
Cc1c(C(=O)Cc2ccccc2)n(C)c2ccccc12	1	0	-3	2	0	-7	5	-1	-13	-6
Cc1ccc(C(=O)CSc2nnc(CNc3nc(-c4ccccc4)cs3)n2C)cc1	-3	4	-5	3	2	11	-3	-6	-30	-2
Cc1ccc(S(=O)(=O)N(C)CCCC(=O)N2CCCCC2)cc1	2	7	2	-6	4	-11	1	8	5	-3
O=C(NCCc1cn[nH]c1)c1ccc2oc(CCc3ccccc3)nc2c1	-4	5	2	3	2	-5	10	-2	4	-5
O=C(O)CCSSCCC(=O)O	1	-2	11	2	-3	-1	-1	-2	0	2
CCOc1cc(N2CCOCC2)c(OCC)cc1NC(=O)Cc1cccc(OC)c1	-1	1	6	-9	15	0	5	5	4	8
COc1cccc(NC(=O)COC(=O)CC2CC3CCC2C3)c1 (centres undefined)	9	4	7	20	7	1	1	3	-9	5
Cc1ccc2nc(Cc3ccc(N)cc3)[nH]c2c1	3	-1	3	2	-2	3	-4	3	-5	-4
C/C(=N\Nc1ncc(Cl)cc1Cl)c1ccc(OC(F)F)cc1	6	-1	5	2	-1	9	5	-6	-1	-5
CCOC(=O)c1c(NC(=O)C2CC(Cl)=CCC2C(=O)O)sc2c1CC(C)(C)OC2 (centres undefined)	-7	0	-2	25	5	3	-3	-5	4	-1
O=C(CSc1cc(Cl)ccc1Cl)Nc1ccc(N2CCOCC2)cc1	-5	14	2	0	7	14	11	5	8	2
Cc1cccc(N(CC(O)CN2CCOCC2)S(=O)(=O)c2ccccc2)c1 (centres undefined)	-5	2	-1	-7	0	1	3	-6	5	-5
O=c1[nH]cc(NCCc2ccccc2)c(=O)[nH]1	-5	5	3	2	0	6	4	6	-2	1
CCOC(=O)Cc1c(C)nc2c(-c3ccccc3)c(C)[nH]n2c1=O	7	-1	0	0	-1	-7	-9	4	3	2
COc1ccc(OCCSc2nnc(CCNC(=O)c3ccc(OC)cc3)n2C)cc1	-4	2	-6	-9	1	6	0	-3	4	-12
O=C(Cc1ccc(Cl)cc1)NCC(=O)N1CCCC1	-1	-2	-4	0	1	2	8	-2	0	0
OC(CCN1CCOCC1)c1ccccc1 (centres undefined)	9	-3	9	-4	10	-2	-2	1	-19	1
O=[N+]([O-])c1cccc(S(=O)(=O)Nc2cccc(-c3ccc(N4CCOCC4)nn3)c2)c1	7	0	-10	24	-2	3	0	-1	-5	1
C#CCN(C[C@@H]1[C@@H](OC(=O)NCc2ccc(OC)c(OC)c2)[C@@H](OC(=O)NCc2ccc(OC)c(OC)c2)Cn2c(=O)n(CCCCCC)c(=O)n21)S(=O)(=O)c1ccc(C)cc1	11	-2	0	15	0	-19	-10	-10	-6	5
Cc1cccc(C(=O)NCC(=O)N2CCN(S(=O)(=O)c3ccccc3)CC2)c1	5	-1	3	-3	-1	-2	-1	3	1	0
CCSCC1COC(c2cccn2Cc2ccc(C)cc2)=N1 (centres undefined)	2	-1	-7	-2	-1	3	0	2	-9	-5
CC(OC(=O)C1=COCCO1)C(=O)NC(C)c1ccc(Cl)cc1Cl (centres undefined)	-1	0	0	-4	-1	10	3	-2	7	0
NC(=O)c1ccc(-n2nnnc2SCc2ccccc2)cc1	2	-2	-3	1	-3	-3	3	1	-5	-3
COc1ccc(CNC(=O)C2CCN(c3cc(C(=O)Nc4cccc(OC)c4)ccn3)CC2)cc1	9	-2	-3	0	-1	-10	-6	-3	-32	2
O=C(CSCc1c(Cl)cccc1Cl)NN1C(=O)c2ccccc2C1=O	4	2	-4	5	-2	-5	-2	-4	-6	2
COc1cc(NC(=O)CSCc2cnn(-c3ccccc3)c2-n2cccc2)cc(OC)c1	6	-2	-10	4	-4	-30	-6	2	-43	-11
O=C(O)c1nnn(-c2cc(C(F)(F)F)cc(C(F)(F)F)c2)c1-c1ccccc1	-2	4	1	6	-1	0	-3	1	-1	-2
CC(C)C(NC(=O)c1ccccc1)C(=O)NCCc1ccccc1 (centres undefined)	5	0	-1	0	0	5	-4	-3	-7	2
COc1cc(/C=N/NC(=O)c2ccc(CN(C)S(=O)(=O)c3ccc(C)cc3)cc2)ccc1O	5	-4	-1	10	-1	6	0	-3	-6	-1
